NCF1 inh = blocks human p47phox regulatory protein of NADPH oxidases; P14598; 220,000 compounds, 0.53% hits; p47phox/p22phox peptide binding, fluorescence polarization, 2 h; inhibition, % at 24.7 µM; AID 1274;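 active = inhibition above about 30%, limit read from the data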;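 note: 0% = p47phox with labelled peptide and 100% = labelled peptide alone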
Target sequence (P14598 whole entry, looked up): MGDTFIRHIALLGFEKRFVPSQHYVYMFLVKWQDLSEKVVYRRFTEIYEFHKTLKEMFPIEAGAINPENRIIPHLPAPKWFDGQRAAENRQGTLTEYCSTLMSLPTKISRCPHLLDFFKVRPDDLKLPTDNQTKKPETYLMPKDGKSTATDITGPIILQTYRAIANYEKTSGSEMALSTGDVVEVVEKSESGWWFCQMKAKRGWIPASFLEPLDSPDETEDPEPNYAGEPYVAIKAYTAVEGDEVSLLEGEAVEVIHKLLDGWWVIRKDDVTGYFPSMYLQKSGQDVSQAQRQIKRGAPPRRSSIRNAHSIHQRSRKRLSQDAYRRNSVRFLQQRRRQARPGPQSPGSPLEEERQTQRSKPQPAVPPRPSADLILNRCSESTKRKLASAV
TRPML3 ag = activates the human TRPML3 channel | HEK293 TRPML3-YFP, Fluo-8 calcium fluorescence; 100% = the carbachol control signal | activation, % at 3 µM | 220,000 compounds, 0.29% hits;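 active = activation above its plate's cutoff, the mean activation of the plate's test wells plus 3 SD, cut at about 12% in these data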;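 note: 0% = DMSO only wells and 100% = carbachol wells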
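Test system: TRPML3-YFP stable HEK293 cells. Doses: single point at 3 µM. Incubation: dye loading 1 h 37 °C then 30 min ambient, 125 s read. Signal: Fluo-8 calcium dye fluorescence, ex 470-495, em 515-575 nm. Measure: percent activation from peak-to-basal fluorescence ratio, scaled between DMSO and carbachol.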
TNF death inh = TNF-alpha cell death inhibition in Jurkat FADD-/- cells; activation (protection from cell death), % at 10 µM; AID 463075; 220,000 compounds, 0.068% hits; Jurkat FADD-/- TNF necroptosis rescue, ATP luminescence, 24 h; 0 = TNF only, 100 = no-TNF cells;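 active = activation, meaning protection from cell death, of at least 50% relative to plate controls; inactive = activation below 50%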;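 note: necroptosis triggered by 40 ng/mL TNF-alpha added together with compound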
CHOP inhibitor = blocks CHOP induction under ER stress; CHO-K1 CHOP-promoter luciferase, tunicamycin-induced, 15-18 h; inhibition, % at 10 µM; 220,000 compounds, 3.8% hits;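 active = compounds that reduced the stress-induced luciferase reporter signal by more than about 70% of percent inhibition, limit read from the data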;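 note: 0% = tunicamycin plus vehicle and 100% = wells without tunicamycin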
Runt-SMMHC FRET = inhibitors of human RUNX1 Runt domain binding to CBFb-SMMHC; inhibition, % at 20 µM; 220,000 compounds, 0.74% hits; Q01196+Q13951; Cerulean-Runt/Venus-CBFb-SMMHC FRET ratio 530/480, 1 h; AID 1434;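 active = mean inhibition across duplicate retests at 20 µM reaching about 50%, limit read from the data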;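 note: 0% = DMSO wells and 100% = wells with excess untagged CBFb-SMMHC; inhibitors lower the FRET ratio by blocking Runt binding to CBFb-SMMHC; some results filed as inactive read as strong as hits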
Target sequence (Q01196 whole entry, looked up, the tested form may be a part): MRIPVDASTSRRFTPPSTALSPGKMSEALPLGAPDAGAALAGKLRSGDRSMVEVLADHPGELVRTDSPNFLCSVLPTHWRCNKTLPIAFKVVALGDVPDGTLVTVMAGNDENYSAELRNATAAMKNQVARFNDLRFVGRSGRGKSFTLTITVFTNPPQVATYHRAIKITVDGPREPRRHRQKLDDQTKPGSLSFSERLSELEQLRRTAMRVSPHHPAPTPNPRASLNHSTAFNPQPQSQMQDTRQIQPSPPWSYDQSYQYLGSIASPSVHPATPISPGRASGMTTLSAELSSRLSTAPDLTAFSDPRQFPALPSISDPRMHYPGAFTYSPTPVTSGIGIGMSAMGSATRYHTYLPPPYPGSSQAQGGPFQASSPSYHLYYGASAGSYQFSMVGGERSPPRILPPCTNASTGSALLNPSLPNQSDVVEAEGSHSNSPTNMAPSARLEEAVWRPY
Target sequence (Q13951 whole entry, looked up, the tested form may be a part): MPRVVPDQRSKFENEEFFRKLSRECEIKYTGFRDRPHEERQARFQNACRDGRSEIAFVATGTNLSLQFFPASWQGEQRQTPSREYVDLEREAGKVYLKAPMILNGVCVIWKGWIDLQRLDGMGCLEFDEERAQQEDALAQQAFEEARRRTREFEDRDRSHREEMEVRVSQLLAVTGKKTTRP
zfTRPN1 agonist = zebrafish TRPN1 (NompC) channel agonism; HEK293 zebrafish TRPN1-YFP, Fluo-8 calcium fluorescence; 100% = response to 87 µM carbachol; activation, % at 3 µM; 220,000 compounds, 0.18% hits; AID 1424;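 active = activation above its plate's cutoff, the mean activation of test wells on that plate plus 3 SD, cut at about 19% in these data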;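 note: 0% = DMSO alone and 100% = 87 µM carbachol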
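Material – zebrafish TRPN1-YFP in HEK293 cells · Doses – 3 µM single point · Schedule – dye 1 h 37 °C plus 30 min RT · Signal – Fluo-8 calcium fluorescence, excitation 470-495 nm, emission 515-575 nm · Read-out – % activation versus carbachol response · Control set – carbachol high, DMSO low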
EBV gp42 block = blocks Epstein-Barr virus glycoprotein 42 binding; AID 1085; inhibition, % (tested at 21.74 µM); Fluorescence polarization binding assay, mP read-out; 220,000 compounds, 0.42% hits; in the data active = inhibition above about 50%
PPC-1+TRAIL kill = kills PPC-1 cancer cells in the presence of TRAIL. PPC-1 cells + TRAIL, ATPLite viability luminescence. cell killing (% activity), % at 4 µM. 220,000 compounds, 0.41% hits. AID 1443;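 active = cell killing above 50% in the first pass at 4 µM, then a duplicate retest at 5 µM averaging 50% or more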;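 note: plate controls were cells with TRAIL plus DMSO for no effect and medium-only wells lacking cells for full effect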
Mdm2 ligase inh = Mdm2 E3 ligase (human) inhibition; signal enhancement, % at 5 µM; cell-based MDM2 ubiquitination luciferase reporter, 2 h; 0 = plate control, 100 = twice control, blank-subtracted; 210,000 compounds, 0.11% hits; AID 1230; Q00987;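 active = signal enhancement of 30% or more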;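 note: luminescence tracks abundance of the self-degrading MDM2-luciferase fusion protein; higher signal means inhibition of MDM2 E3 ligase activity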
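System: stable MDM2–luciferase fusion reporter cells / Input: 2000 cells seeded into each well / Schedule: 4 h settle plus 2 h compound, 37 °C / Compound: single-point 5 µM / Buffer or medium: cells held in DMEM / Benchmarks: control and blank well means / Evaluation: percent signal gain over controls, blank-subtracted / Measured by: luciferase luminescence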
* marks the source's active call; other numbers are inactive results; nt = no result given; & = joins results of further samples.

SMILES	NCF1 inh	TRPML3 ag	TNF death inh	CHOP inhibitor	Runt-SMMHC FRET	zfTRPN1 agonist	EBV gp42 block	PPC-1+TRAIL kill	Mdm2 ligase inh
CCn1cc(C(=O)NC2CCC(C)CC2)c(=O)c2cc(S(=O)(=O)N3CCCCC3)ccc21 (centres undefined)	-15	0.2	-9.0	63	-7	2.0	-17	17	-8
Cc1cc(C)c(S(=O)(=O)N(C)CC(N)=O)c(C)c1	63*	-0.1	-2.0	30	-6	-0.1	-23	-4	-9
CNC(=S)NNC(=O)COc1cccc(C)c1C	-6	0.5	-3.1	24	8	-0.7	-11	-2	-6
O=C(CCc1ccc(Oc2cc([N+](=O)[O-])cc([N+](=O)[O-])c2)cc1)Nc1cccc(Cl)c1	2	0.4	2.5	16	1	-1.0	8	7	6
O=C(c1ccc(Cl)cc1)c1c[nH]c(C(=O)NNc2cccc(Cl)n2)c1	-1	0.4	2.3	100*	-3	0.6	-6	7	8
CC1CCN(c2ccccc2NC(=O)c2ccc(N3CCOCC3)c([N+](=O)[O-])c2)CC1	4	1.1	-1.1	21	-4	0.1	2	3	-4
COc1cc(C(=O)NCCC(=O)NC2CCCCCCC2)cc(OC)c1OC	-8	0.2	2.2	6	2	-0.2	-11	-7	-7
Cc1cc(C)cc(OCC(=O)Nc2ccc3c(c2)OCO3)c1	3	-1.8	-1.1	-10	-2	-2.3	-10	13	2
Cc1ccccc1NC(=S)C1=C(O)c2sccc2N(C)S1(=O)=O	-5	0.9	-2.5	19	50*	-0.1	-12	13	-18
CC(C(=O)NCC1(c2ccccc2)CCCC1)N1CCCC1 (centres undefined)	2	0.5	-0.6	19	-1	1.7	-8	-16	-10
CCC1=NN2C(=N)/C(=C/c3cc(C)n(-c4ccccc4)c3C)C(=O)N=C2S1	-23	1.5	1.6	-8	5	-2.6	-9	21	-48
CC(C)NCC(O)c1cc(O)cc(O)c1 (centres undefined)	-2	nt	3.0	20&-12	-3	nt	-8	3	1
NC(=O)CCN1CCN(CCOC2Cc3cc(Cl)ccc3Sc3ccccc32)CC1 (centres undefined)	-3	1.2	3.2	5	2	0.4	5	36	-14
Cc1cccc(NC(=O)/C(C#N)=C\c2cccnc2)c1	-20	-0.2	-6.9	6	4	1.0	-3	-2	-11
O=C(CC(C(=O)N1CCc2ccccc21)n1ccnc1)N1CCc2ccccc2C1 (centres undefined)	-10	-0.6	-0.8	29	0	1.5	4	-4	13
CN1C(=O)S/C(=C\c2ccccc2OCc2ccc(C(=O)O)cc2)C1=O	-2	1.2	2.5	1	-1	1.7	-3	-3	-6
N#Cc1c(NC2CCCCC2)nc(-c2ccco2)c2c1CCCC2	-31	0.6	-0.4	57	0	-0.7	-26	10	-7
Cc1ccc(C2=NN=C(NC(=O)CSc3nncn3C)SC2)cc1	0	-0.7	0.4	18	61*	-0.7	-12	1	-53
Cc1c(Cl)cccc1NC(=S)N/N=C/c1ccccc1Cl	-7	-0.3	0.0	-2	-26	-1.4	-21	20	-7
CC1CCN(c2nc3nonc3nc2N2CCC(C)CC2)CC1	5	0.9	-0.7	1	9	1.6	-13	25	nt
Cc1ccc(NC(=O)/C=C/c2ccc3c(c2)OCO3)nc1	8	0.6	13	1	1	1.4	0	34	-19
CC(=O)N1CCC(=O)Nc2ccc([N+](=O)[O-])cc21	-2	1.2	0.3	-4	2	-0.3	-6	nt	-40
Cc1ccc(C(=O)c2cc([N+](=O)[O-])ccc2N2CCCCC2)cc1C	-4	0.2	-2.5	17	-7	-1.7	-22	-3	nt
COc1ccc(C2/C=C\CN(C(=O)Oc3ccccc3)CC(=O)N2Cc2ccc(F)cc2)cc1 (centres undefined)	7	nt	4.2	20	-1	nt	-20	-2	11
N#Cc1nc(-c2ccc(Cl)cc2)oc1NCc1cccc2c1OCO2	2	1.1	0.9	-9	1	-0.4	-18	14	6
Cc1ccc(-n2c(SCC(=O)NCCN3C(=O)CSC3=O)nnc2-c2ccccc2)cc1C	-12	-0.5	-0.2	-2	3	0.9	-9	-4	-12
Cc1ccc(SC[C@H](Cc2ccccc2)N2CCN(CC(C)C)CCC2=O)cc1	-9	nt	0.3	36	1	nt	-11	-12	-5
O=C(NCCSCc1ccccc1)c1ccc(Cl)c(S(=O)(=O)N2CCOCC2)c1	-40	1.9	-0.3	8	-2	3.0	-4	2	0
CCn1c2ccccc2c2cc(N)ccc21	-3	0.5	-2.8	-34	-9	3.2	-18	15	5
CCOC(=O)C(Cc1cc(C(C)=O)ccc1OC(C)C)C(=O)OCC	-4	-0.2	-0.2	1	1	-2.3	-3	1	-26
CCOC(=O)N1CCC(NS(=O)(=O)c2cc3c(cc2Cl)NC(=O)CO3)CC1	-10	-0.6	-4.5	-8	0	2.0	-23	8	-1
O=C(O)/C=C\C(=O)Nc1ccc(Oc2ccc(Br)cc2)cc1	-7	0.9	-0.2	-3	1	0.4	-11	11	-4
Cc1ccc(-c2cccc(C3CC=CC4C3C(=O)N(Cc3ccccc3)C4c3ccc4ccccc4c3)c2)cc1 (centres undefined)	-41	nt	-4.0	-6	4	nt	-33	6	10
Cc1ccc(-n2c(SCC3CNC(=O)O3)nnc2-c2ccccc2)cc1C (centres undefined)	-14	0.5	0.2	0	1	-1.8	-3	14	4
COc1cccc(C(=O)/C=C/Nc2ccc(S(=O)(=O)Nc3ccc(C(C)=O)cc3)cc2)c1	-52	-0.5	5.4	19	5	-1.8	-8	19	-9
CC(=O)N(/N=C1\Sc2ccccc2C1=O)c1ccccc1C	nt	-1.2	-8.1	nt	-9	2.8	nt	29	-15
COC(=O)c1[nH]nc(C(=O)OC(C)(C)C)c1-c1ccccc1	-1	1.6	-0.9	49	2	0.4	-10	16	1
O=C(COc1ncnc2c(Cl)cc(Cl)cc12)Nc1cc([N+](=O)[O-])ccc1Cl	1	0.5	4.6	60	1	-1.2	-17	-19	-11
N=C1c2ccccc2CN1c1ccc(S(=O)(=O)N2CCCCC2)cc1	-3	1.5	0.2	11	-1	1.4	-4	41	7
O=[N+]([O-])c1cccc(C2=NCCC(c3ccccc3)O2)c1 (centres undefined)	-7	0.9	3.9	5	2	2.0	-5	9	nt
CN(C)C(=O)c1c(NC(=O)c2ccco2)sc2c1CCCCC2	-16	0.5	-2.1	28	2	0.0	-20	8	1
CCN(CCS(=O)(=O)c1ccc(Cl)cc1)C(=O)Nc1ccccc1	-1	-0.1	4.7	2	-1	0.5	-8	-6	-10
COc1cccc(OCC(O)CN2CCN(c3ccccc3)CC2)c1 (centres undefined)	-10	0.4	2.1	-17	-3	3.9	-11	2	nt
Cc1nc(C2CC(=O)OC23CCCCC3)cs1 (centres undefined)	-16	1.1	0.4	1	3	0.9	-11	5	nt
Cn1c(SCC(=O)c2ccccc2)nnc1-c1ccc(O)cc1	-7	0.5	0.9	41	1	-0.4	-13	0	-14
N#CCCCCN1c2cccc3cccc(c23)S1(=O)=O	-6	0.3	-5.4	-10	-2	0.0	-10	20	-8
O=C(OCN1C(=O)c2ccccc2C1=O)c1ccco1	2	1.0	0.7	6	0	1.6	-5	11	1
COc1ccc(Br)cc1[C@H]1[C@H]2C=CC[C@@H](C)[C@@H]2C(=O)N1Cc1ccccc1	-3	nt	-5.5	75*	1	nt	-5	3	-31
Clc1cccc(CSc2nnc(-c3ccccn3)n2Cc2ccco2)c1	-9	-1.0	-0.7	13	19	-2.1	0	13	19
Nc1nc(-c2ccccc2)c(-c2ccccc2)s1	2	0.0	-3.9	16	-1	-1.0	-7	4	-22

New compounds follow
SMILES	NCF1 inh	TRPML3 ag	TNF death inh	CHOP inhibitor	Runt-SMMHC FRET	zfTRPN1 agonist	EBV gp42 block	PPC-1+TRAIL kill	Mdm2 ligase inh
Cc1nnc(SCC(=O)NC2CCCCC2)n1C1CCCCC1	-2	0.8	0.8	-38	1	0.4	-5	-5	-3
Cc1nnc(SC(C)C(=O)NC2CCCc3ccccc32)n1-c1ccccc1 (centres undefined)	-5	0.0	1.4	4	-2	1.3	-4	1	-18
O=C(O)CCS(=O)(=O)c1cc(Br)cc2c1N(C(=O)C1CC1)CC2	1	1.0	-0.1	-11	-2	0.2	-6	17	-1
Cc1cc(C)c(S(=O)(=O)N2CCCOC2CNC(=O)C(=O)NCc2ccccn2)c(C)c1 (centres undefined)	7	1.6	-0.6	12	3	-0.3	-5	-5	5
O=C(CSC1CC(=O)N(CCc2ccccc2)C1=O)Nc1cccc(Cl)c1 (centres undefined)	-21	-0.2	0.2	45	4	0.2	2	26	-5
Cc1ccccc1C(=O)Nc1ccc(S(=O)(=O)N2CCN(C)CC2)cc1	7	0.2	1.0	-5	-3	1.4	-4	10	-11
CCOC(=O)c1c(C)[nH]c(C)c1C(=O)COC(=O)/C=C/c1ccc(OC(F)F)cc1	-42	0.7	-4.4	46	-4	0.9	-40	3	-9
c1cnc(-c2nnc3n2CCCCC3)cn1	-9	0.8	0.5	-2	1	0.7	-16	-4	-29
O=C(NC1CCCC1)C(=O)N(Cc1cccnc1)C(C(=O)NCc1ccco1)c1ccccc1F (centres undefined)	-9	1.1	-0.8	14	2	2.3	-14	7	1
COCCNC(=O)c1cc2cc(Br)cc(Br)c2oc1=O	-7	0.7	0.0	-8	-76	-0.5	-20	2	-17

Of the compounds above, these contain a thiophene ring, fused or not:
SMILES	NCF1 inh	TRPML3 ag	TNF death inh	CHOP inhibitor	Runt-SMMHC FRET	zfTRPN1 agonist	EBV gp42 block	PPC-1+TRAIL kill	Mdm2 ligase inh
Cc1ccccc1NC(=S)C1=C(O)c2sccc2N(C)S1(=O)=O	-5	0.9	-2.5	19	50*	-0.1	-12	13	-18
CN(C)C(=O)c1c(NC(=O)c2ccco2)sc2c1CCCCC2	-16	0.5	-2.1	28	2	0.0	-20	8	1

More results:
SMILES	NCF1 inh	TRPML3 ag	TNF death inh	CHOP inhibitor	Runt-SMMHC FRET	zfTRPN1 agonist	EBV gp42 block	PPC-1+TRAIL kill	Mdm2 ligase inh
CCCC(=O)NCc1nc2ccccc2n1C	-10	-0.5	-1.2	-9	2	-0.4	-11	21	-5
O=C(NC1CCCCCC1)c1cccc(COCC(F)(F)F)c1	6	0.1	0.5	-14	2	-0.9	2	12	nt
Cc1nn(C)cc1C1C(C#N)=C(N)N(c2cccnc2)C2=C1C(=O)CCC2 (centres undefined)	-11	0.6	0.6	10	1	0.3	1	8	-11
C=CCn1c(C)csc1=Nc1ccc(C(C)=O)cc1	4	-0.5	-0.9	0	14	-1.0	-6	0	-3
CC12CCC(C(=O)NCCc3ccccc3)(OC1=O)C2(C)C (centres undefined)	5	-0.1	1.8	2	-1	-0.3	5	11	-17
Cc1cc(N2CCCC2)nc2c(C)cccc12	-4	0.1	1.5	9	-2	0.2	3	7	-18
O=C(Cn1nc(C(F)(F)F)c2c1CCC2)Nc1ccccc1C(F)(F)F	2	0.3	0.5	14	-1	-1.6	-10	3	-9
